AMA1-RON2 inh – inhibitors of Plasmodium falciparum AMA1-RON2 interaction | Potency, µM (series often up to 58.2 µM), for inactives: top-dose activity change, negative = inhibition, actives largely listed as inhibitors | 360,000 tested, 0.2% active | AID 720542 | AlphaScreen AMA1-biotinylated RON2 peptide binding;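 note: potency is the fitted concentration of half-maximal effect; 0% = vehicle wells and -100% = peptide control; nearly all actives have a fitted effect of over 45% in size; some results filed as inactive show a strong effect at the top dose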
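AMA1 (3D7) with his tag at 25 nM final met compounds first, then biotinylated RON2 peptide at 25 nM; detection used donor plus acceptor beads, 10 µg/mL apiece, read by AlphaScreen after 30 min at room temperature.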
HCV inhibitor – HCV inhibition; Huh7.5.1 HCVcc-Cre infection, luciferase reporter, 44 h; Potency, µM (top dose mostly 41.8 µM), without a hit: at the top dose activity change, negative = inhibition, usual class: inhibitors; 340,000 tested, 3.4% active; note: potency is the fitted concentration of half-maximal effect
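After 44 h co-culture of compound, cells and HCVcc-Cre (~0.5 moi), substrate is added for 15 min at room temperature and luciferase measured over 15 sec. Cells were seeded at 1,000/well and pre-cultured 4 h.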
HCMV antiviral – human cytomegalovirus inhibition | activity change, negative = inhibition, % at 57.5 µM | 410,000 tested, 4.5% active | HFF cells, HCMV-luciferase reporter, 72 h; stronger effect = lower value | AID 1259415; in the data active = activity change below about -60%; inconclusive = no clear call, values can overlap the other calls; inactive = above about -39%
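HFF cells seeded 16 h at 37C, treated with compounds, infected with luciferase-reporter HCMV at MOI 1 PFU/cell; luciferase read at 72 h post infection, normalized to buffer-only and Salinomycin controls.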
LmPK inh – LmPK (Leishmania mexicana) enzyme inhibition. AID 1721. Potency, µM (top dose mostly 57.5 µM), inactives show at the top dose activity change, negative = inhibition, actives largely listed as inhibitors. Q27686. purified LmPK, Kinase-Glo ATP luminescence, 1 h. 290,000 tested, 0.37% active; note: potency is the fitted concentration of half-maximal effect
Target sequence (Q27686 whole entry, looked up): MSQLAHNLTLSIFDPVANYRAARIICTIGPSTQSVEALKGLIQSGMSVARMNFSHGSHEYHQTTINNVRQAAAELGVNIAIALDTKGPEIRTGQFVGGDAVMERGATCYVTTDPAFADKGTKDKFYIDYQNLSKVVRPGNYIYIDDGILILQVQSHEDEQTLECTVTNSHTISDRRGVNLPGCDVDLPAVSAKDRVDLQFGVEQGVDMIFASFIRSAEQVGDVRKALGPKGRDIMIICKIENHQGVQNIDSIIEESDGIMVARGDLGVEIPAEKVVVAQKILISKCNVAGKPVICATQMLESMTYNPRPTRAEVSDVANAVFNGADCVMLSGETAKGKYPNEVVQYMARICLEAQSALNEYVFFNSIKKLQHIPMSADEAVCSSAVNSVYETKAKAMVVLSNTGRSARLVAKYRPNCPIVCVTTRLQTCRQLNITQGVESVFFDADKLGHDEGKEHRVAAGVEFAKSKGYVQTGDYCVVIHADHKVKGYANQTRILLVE
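qHTS format; LmPK 0.1 nM; substrates PEP 0.5 mM and ADP 0.1 mM. One-hour room-temperature incubation, then coupled luciferase luminescence; 0.5 nM enzyme wells mark activation.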
AmpC detergent – blocks E. coli AmpC beta-lactamase in detergent assay | P00811 | AmpC hydrolysis of nitrocefin, absorbance 480 nm, 0.01% Triton | Potency, µM (top dose mostly 114 µM), for inactives: at the top dose activity change, negative = inhibition, actives largely listed as inhibitors | 370,000 tested, 0.041% active | AID 485294;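 note: potency is the fitted concentration of half-maximal effect; 0% = no-compound wells and -100% = no-enzyme wells; nearly all actives have a fitted effect of over 25% in size; some results filed as inactive show a strong effect at the top dose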
Target sequence (P00811 whole entry, looked up): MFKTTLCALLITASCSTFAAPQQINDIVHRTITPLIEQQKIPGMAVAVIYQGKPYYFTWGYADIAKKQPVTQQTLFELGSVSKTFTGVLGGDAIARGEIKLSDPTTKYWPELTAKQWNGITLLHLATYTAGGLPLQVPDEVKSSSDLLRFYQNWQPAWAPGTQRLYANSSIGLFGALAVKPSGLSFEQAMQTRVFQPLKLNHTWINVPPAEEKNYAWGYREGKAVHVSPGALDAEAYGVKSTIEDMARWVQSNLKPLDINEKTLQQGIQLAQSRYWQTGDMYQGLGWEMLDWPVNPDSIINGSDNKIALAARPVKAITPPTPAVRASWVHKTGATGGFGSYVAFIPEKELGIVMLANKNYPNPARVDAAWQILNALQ
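AmpC (5.3 nM in the dispensed reagent) in 20 mM phosphate pH 7.0 with 0.01% (detergent screen) or 0.0001% Triton X-100 was preincubated with compounds for 15 min at room temperature. Nitrocefin was then added from an 800 uM solution, and hydrolysis was followed at 480 nm.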
Tb PYK inh – inhibitors of Trypanosoma brucei pyruvate kinase; TbPYK enzyme, Kinase-Glo Plus ATP luminescence, 45 min; Potency, µM (top dose mostly 76.8 µM), for the others: at the highest dose activity, negative = inhibition, actives largely listed as inhibitors; 410,000 tested, 0.12% active; note: potency is the fitted concentration of half-maximal effect; nearly all actives have a fitted effect of over 50% in size
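In this concentration-response screen, enzyme-free wells defined baseline while DMSO plates tracked drift. Each reaction combined TbPYK, substrate, compound and 130 uM ADP for 45 min at room temperature. Kinase-Glo Plus luminescence gave the signal.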
AmpC inh no detg – inhibitors of E. coli AmpC beta-lactamase without detergent | AmpC nitrocefin hydrolysis, absorbance 480 nm, 0.0001% Triton | Potency, µM (doses to about 57.1 µM), for the others: top-dose activity change, negative = inhibition, most hits filed as inhibitors | 330,000 tested, 0.52% active;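 note: potency is the fitted concentration of half-maximal effect; plate controls were no compound for no effect and no enzyme for full effect; nearly all actives have a fitted effect of over 20% in size; some results filed as inactive show a strong effect at the top dose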
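AmpC (5.3 nM in the dispensed reagent) in 20 mM phosphate pH 7.0 with 0.01% (detergent screen) or 0.0001% Triton X-100 was preincubated with compounds for 15 min at room temperature. Nitrocefin was then added from an 800 uM solution, and hydrolysis was followed at 480 nm.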
An asterisk follows results filed as active; u = inconclusive; x = not tested or not shown; & = joins results of further samples; [ ] = remark or other dose. Unless noted, calls come from the whole dose curve; as a rule, active = well fitted curve in the direction sought with a large enough effect; inconclusive = small, poorly fitted or top-dose-only effect, or another doubt; inactive = no such curve, though single readings can be large; an effect the other way counts as inactive or inconclusive. Unless noted, % is set by controls: 0 for no effect and ±100 for the full control effect.

SMILES | AMA1-RON2 inh | HCV inhibitor | HCMV antiviral | LmPK inh | AmpC detergent | Tb PYK inh | AmpC inh no detg
CCOC(=O)C1CCN(S(=O)(=O)c2cccc(-c3cn4cc(C)ccc4n3)c2)CC1 | -19% | u | 2 | -2% | 0% | -3% | 24%
O=C(Cc1ccc(N2CCNC2=O)cc1)N1CCCC(Nc2cccc(F)c2)C1 (configuration not stated) | -1% | -4% | -32 | -4% | -12% | 4% | 99%
O=C(Nc1cccc(F)c1)NC1CCCCCCC1 | 1% | u | 52 | 1% | 1% | 2% | u
COc1cc(NS(=O)(=O)c2ccc(NC(=O)/C(=C\c3ccccc3OC)NC(=O)c3ccccc3)cc2)nc(OC)n1 | -3% | 10% | -10 | -1% | 5% | 4% | -5%
CCOC(=O)N1CCc2c(sc(N)c2C#N)C1 | 0% | 7% | -3 | 0% | 1% | u | -20%
CCN(CC(=O)N1CCc2ccccc2C1)S(=O)(=O)c1ccc2ccccc2c1 | -5% | -25% | 13 | 7% | 10% | 2% | 19%
CC1Cc2ccccc2N1c1ncnc(N)c1[N+](=O)[O-] (configuration not stated) | -15% | 7% | -101* | 0% | -10% | -2% | -14%
Cc1cc(NC(=O)CSc2sc3c(O)cc(=O)[nH]c3c2C#N)ccc1Br | -5% | 11% | 0 | 6% | 7% | -10% | 14µM*
CCCCn1c(CCNC(=O)c2cccs2)nc2ccccc21 | 14% | -29%&-24% | -22 | 2% | u | 1% | -8%
COc1cccc(C2=NOC(C(=O)Nc3cccnc3Cl)C2)c1 (configuration not stated) | -3% | -5% | -7 | -3%[11.5 µM] | 10% | 1% | -22%
O=C(Nc1cccc2ccccc12)NC(Cc1ccccc1)C(=O)O (configuration not stated) | -6% | 6% | -2 | 0% | -8% | -7% | -3%
Cc1ccc(-n2c(C)cc(/C=N/NC(=O)CN(c3ccc(C)cc3C)S(C)(=O)=O)c2C)cc1 | -7% | 9% | -29 | 4% | u | -2% | -5%
CSc1ccc(C2=C/C(=C3/SC(=S)NC3=O)c3ccccc3O2)cc1 | -2% | 13% | -30 | x | x | 0% | x
CN(C)c1nc2sc3c(c2c(=O)n1C)CC(C)(C)OC3 | 13% | 6% | 128 | -10% | u | 0% | -7%
c1ccc(CCC2=NCCn3cccc32)cc1 | -10%&2% | 14%&6% | -30&-12 | 0% | -10% | 3%&-1% | 32%
O=C(Cn1c(=O)c2c(ncn2Cc2ccccc2)n(Cc2ccccc2)c1=O)NC1CC1 | -2% | 0% | 10 | -1% | 3% | -6% | -2%
CCOc1ccccc1NC(=O)C1CC2CCCC(C1)C2=O (configuration not stated) | -4% | u | 5 | -13% | -10% | 3% | -3%
CCC(C)Nc1nc(N)c([N+](=O)[O-])c(Nc2cc(OC)ccc2OC)n1 (configuration not stated) | u | u | u | 0% | 5% | -1% | -27%
CCOc1ccc(NC(=O)CSc2ccc(-c3sc(-c4ccccc4)nc3C)nn2)cc1 | x | x | 10 | x | 10% | -1% | x
O=c1cc(-c2ccccc2)oc2ccc(O)cc12 | -3% | u | 43 | -12% | -2% | -2% | -28%
C=CCOn1c(-n2nc(C)cc2C)nc2ccccc2c1=O | -17% | 4% | 33 | -2% | 6% | -9% | 0%
Cc1nc2ccccc2c(=O)n1-c1ccc(NC(=O)c2ccccc2[N+](=O)[O-])cc1 | x | x | -3 | x | -3% | -2% | x
O=C(COC(=O)c1cccc(S(=O)(=O)NCc2ccccc2)c1)Nc1ccccc1OC(F)F | 16% | 7% | 10 | 1% | 0% | 1% | -19%
Cc1ccc(NC(=O)COC(=O)CSC(=S)N2CCOCC2)cc1 | 0% | -6% | 17 | 12% | 0% | 5% | 0%
O=C(COC(=O)C(Cc1ccccc1)NC(=O)c1ccc(Cl)cc1)c1ccc(Cl)cc1 (configuration not stated) | 6% | 11% | -35 | 4% | -15% | -7% | -28%

A few values from the entries so far.
For AmpC inh no detg, `CCN(CC(=O)N1CCc2ccccc2C1)S(=O)(=O)c1ccc2ccccc2c1` shows 19%
For HCMV antiviral, `COc1cc(NS(=O)(=O)c2ccc(NC(=O)/C(=C\c3ccccc3OC)NC(=O)c3ccccc3)cc2)nc(OC)n1` shows -10
For LmPK inh, `C=CCOn1c(-n2nc(C)cc2C)nc2ccccc2c1=O` shows -2%
For Tb PYK inh, `CCCCn1c(CCNC(=O)c2cccs2)nc2ccccc21` shows 1%
For AmpC inh no detg, `CCOc1ccccc1NC(=O)C1CC2CCCC(C1)C2=O` (configuration not stated) shows -3%
For AMA1-RON2 inh, `COc1cccc(C2=NOC(C(=O)Nc3cccnc3Cl)C2)c1` (configuration not stated) shows -3%

(next part)
SMILES | AMA1-RON2 inh | HCV inhibitor | HCMV antiviral | LmPK inh | AmpC detergent | Tb PYK inh | AmpC inh no detg
Cc1ccsc1C(=O)OCC(=O)N(Cc1ccccc1)C(C)C | 2% | 6% | -21 | x | x | 3% | -1%
CC(C)COc1ccc(C(=O)Nc2scc(-c3ccc(Cl)cc3Cl)c2C(N)=O)cc1 | -1% | 13µM* | u | 1% | -1% | 2% | -26%
COc1cc(OC)cc(C(=O)N(Cc2cc3cc(C)ccc3[nH]c2=O)C(C)C)c1 | -15% | -26% | -19 | 0% | 8% | -14% | 58%
CCc1nnc(NC(=O)c2ccc(S(=O)(=O)N(CCOC)CCOC)cc2)o1 | -18% | 17% | 17 | 0% | -8% | 1% | -7%
O=C(CSc1nc2ccccc2[nH]1)Nc1nc(-c2ccc(Br)cc2)cs1 | -11%[11.6 µM] | -30% | 23 | 0% | u | -3% | -32%
COc1ccc(CCNc2oc(COc3ccccc3)nc2C#N)cc1 | -25% | -36% | -12 | 1% | -14% | 2% | -24%
COc1ccc(OC)c(CNC(=O)C2CCCN(c3ncnc4c3nc3n4CCCCC3)C2)c1 (configuration not stated) | 3% | u | -39 | 3% | -3% | -8% | 116%[activator]
O=C(Nc1nc2ccc([N+](=O)[O-])cc2s1)C1CCCO1 (configuration not stated) | -10% | -7% | 7 | -5% | 3% | -2% | -11%
Cc1ccc(N=Nc2c(N)n(-c3ccccc3)[nH]c2=O)cc1 | 1% | 25% | 94 | -7% | 3% | -16% | -18%
COc1ccc(CN=C(Nc2ccccc2)SC2CC(=O)N(C)C2=O)cc1 (configuration not stated) | 8% | 0% | 4 | 7% | -3% | 6% | 158%[activator]
Cc1[nH]c(=O)[nH]c1CN1CCCCC1 | x | x | x | 3% | u | x | 0%
CCN1CCN(C(=O)C(NS(=O)(=O)c2ccc3nc(C)sc3c2)C(C)C)CC1 (configuration not stated) | 3% | 14% | u | 1% | -9% | -6% | 0%
COc1cccc(Cn2c(N)c(C#N)c3nc4ccccc4nc32)c1OC | 17% | -21% | 24 | 3% | 1% | -4% | -5%
Cc1ccc(S(=O)(=O)N2CCN(C(=O)CCc3nc4ccccc4c(=O)[nH]3)CC2)c(C)c1 | 10% | -6% | 18 | x | u | -2% | 37%
CCCCN=C1N/C(=C\c2ccco2)C(=O)N1c1ccccc1 | -8% | u | -6 | -1% | -4% | 7% | -25%
NS(=O)(=O)OCC1CCCCC1 | -4% | 25% | -3 | 0% | u | 0% | -16%
CN(CCO)C(=O)c1ccc(-c2nn(C)c(=O)c3ccccc23)cc1 | 4% | -7% | -25 | -12% | 8% | -2% | -6%
CCc1nc2c(s1)CCc1onc(-c3ccc(Cl)cc3)c1-2 | 14% | -17% | 14 | x | -8% | 2% | -17%
Fc1ccc(Cc2cn3cc(-c4ccc(Cl)cc4)nc3s2)cc1 | x | x | 78 | x | 18% | -7% | x
COc1ccc(S(=O)(=O)N2CC=C(C(=O)NC3CCCC3)CC2)cc1 | -14% | 6% | 0 | -9% | 1% | -9% | -8%
Cc1c(CNC2CCCCC2)c(C(=O)O)c(C)n1Cc1ccccc1F | x | x | 0 | x | 3% | -6% | x
CCCc1c(CC)c(=N)c2ccccc2n1C | 19% | -4% | -87* | 1% | -2% | -3% | -14%
O=C1c2ccccc2S(=O)(=O)N1CC1CC(c2ccc(Cl)cc2)=NO1 (configuration not stated) | -15% | 6% | 119 | 3% | u | 4% | -25%
O=C(CSc1ncccn1)N1CCCCCC1 | -15% | 9% | 7 | x | x | -3% | -13%
CCCCCn1c(SC(C)C(C)=O)nc2c1c(=O)[nH]c(=O)n2C (configuration not stated) | 1% | 7% | 26 | -2% | u | -1% | 4%

In the list so far, two contain bromine:
SMILES | AMA1-RON2 inh | HCV inhibitor | HCMV antiviral | LmPK inh | AmpC detergent | Tb PYK inh | AmpC inh no detg
Cc1cc(NC(=O)CSc2sc3c(O)cc(=O)[nH]c3c2C#N)ccc1Br | -5% | 11% | 0 | 6% | 7% | -10% | 14µM*
O=C(CSc1nc2ccccc2[nH]1)Nc1nc(-c2ccc(Br)cc2)cs1 | -11%[11.6 µM] | -30% | 23 | 0% | u | -3% | -32%

Next section
SMILES | AMA1-RON2 inh | HCV inhibitor | HCMV antiviral | LmPK inh | AmpC detergent | Tb PYK inh | AmpC inh no detg
COC(=O)C1=C(c2ccc(S(C)(=O)=O)cc2)C[C@@H]2CC[C@H]1N2C(=O)N1CCCCC1 | 2% | -1% | -5 | x | x | -7% | x
Cc1cccc(N2CC(C(=O)Nc3ccc(S(=O)(=O)N4CCOCC4)cc3)CC2=O)c1C (configuration not stated) | 0% | 18% | -1 | -3% | -14% | -1% | 97%[activator]
CC(=O)c1ccc(NC(=S)Nc2ccc(Br)c(Cl)c2)cc1 | 41%[activator] | -16% | -16 | 2% | -7% | -3% | -41%
CCn1cc(C(=O)OCC(=O)N(C)C2CCS(=O)(=O)C2)c(=O)c2ccc(C)nc21 (configuration not stated) | 0% | 14% | 7 | -4% | u | -7% | -5%
O=C(N=C1SC2CS(=O)(=O)CC2N1c1ccc(Cl)cc1Cl)C1CC1 (configuration not stated) | 0% | 16% | -6 | 4% | -12% | -4% | -1%
O=C(NCC(c1ccc(F)cc1)N1CCOCC1)c1ccc(Br)o1 (configuration not stated) | 32% | 13% | 22 | 1% | u | 2% | 1%
COc1ccc(-c2nn(-c3ccccc3)cc2C2CC(c3cccs3)=NN2C(=O)CCC(=O)O)cc1 (configuration not stated) | 0% | 24% | 0 | -1% | 0% | 3% | -5%
Cc1ccc(NC(=O)C2=NNC(=O)CC2)cc1F | 14% | 14% | 100 | -3% | -6% | -1% | -5%
Cc1ccc(C)c(S(=O)(=O)NCCCN2CCOCC2)c1 | -2% | 1% | -14 | 1% | -5% | -1% | -15%
O=C(NCc1ccc(F)cc1)C1CCCN(C(=O)Nc2ccc(F)cc2)C1 (configuration not stated) | 16% | 6% | -24 | -1% | -13% | 1% | -2%

Screening data from PubChem BioAssay.

Hits appear at their usual frequency; overall some 7.5% were active at least once.
